# POLI inh – qHTS for Inhibitors of Polymerase Iota. DNA polymerase iota (Homo sapiens), Q9UNA4. Pol iota fluorescent replication assay, 10 min. Potency, µM (titrated, usually from 115 µM), for inactives: top-dose activity, negative = inhibition, actives largely listed as inhibitors. 390,000 tested, 1% active. AID 588590, 2011
#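 Pol iota at 10 nM preincubated 15 min with compounds at room temperature; reaction started with fluorescent substrate, 50 nM final. Fluorescence read kinetically at 0 and 10 min; buffer-only wells as negative control.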
# POLH inh – qHTS for Inhibitors of Polymerase Eta; AID 588591, 2011; 390,000 tested, 1.2% active; DNA polymerase eta (Homo sapiens), Q9Y253; Potency, µM (doses to about 114 µM), for the others: at the top dose activity change, negative = inhibition, usual class: inhibitors; recombinant Pol eta, fluorescent DNA replication assay; further: on the % scale 0 is the no-effect control and ±100 the full control effect
#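 Pol eta at 10 nM preincubated with compounds 15 min at room temperature; reaction started with fluorescent substrate (50 nM final) and read kinetically at 0 and 10 min.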
# POLB inh – qHTS Assay for Inhibitors of DNA Polymerase Beta. Potency, µM (highest dose often 114 µM), for the others: at the top dose activity change, negative = inhibition, most hits filed as inhibitors. 340,000 tested, 1.3% active. Pol beta primer extension/strand displacement, fluorescence kinetic. P06746; further: on the % scale 0 is the no-effect control and ±100 the full control effect
#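 Kinetic readout of DNA synthesis with strand displacement by Pol beta. Compound and 10 nM enzyme sit 15 min at room temperature; 50 nM substrate starts the reaction, read immediately and at 10 min.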
# JMJD2A Tudor – qHTS Assay for Inhibitors of JMJD2A-Tudor Domain; Potency, µM (series often up to 114 µM), for the others: at the top dose activity change, negative = inhibition, hits mostly inhibitors; Lysine-specific demethylase 4A (Homo sapiens), O75164; AID 504339, 2011; AlphaScreen JMJD2A-Tudor / H3K4me3 peptide binding; 390,000 tested, 4.4% active; further: on the % scale 0 is the no-effect control and ±100 the full control effect; nearly all actives have a fitted effect of over 50% in size
# Target sequence (O75164 whole entry, looked up, the tested form may be a part): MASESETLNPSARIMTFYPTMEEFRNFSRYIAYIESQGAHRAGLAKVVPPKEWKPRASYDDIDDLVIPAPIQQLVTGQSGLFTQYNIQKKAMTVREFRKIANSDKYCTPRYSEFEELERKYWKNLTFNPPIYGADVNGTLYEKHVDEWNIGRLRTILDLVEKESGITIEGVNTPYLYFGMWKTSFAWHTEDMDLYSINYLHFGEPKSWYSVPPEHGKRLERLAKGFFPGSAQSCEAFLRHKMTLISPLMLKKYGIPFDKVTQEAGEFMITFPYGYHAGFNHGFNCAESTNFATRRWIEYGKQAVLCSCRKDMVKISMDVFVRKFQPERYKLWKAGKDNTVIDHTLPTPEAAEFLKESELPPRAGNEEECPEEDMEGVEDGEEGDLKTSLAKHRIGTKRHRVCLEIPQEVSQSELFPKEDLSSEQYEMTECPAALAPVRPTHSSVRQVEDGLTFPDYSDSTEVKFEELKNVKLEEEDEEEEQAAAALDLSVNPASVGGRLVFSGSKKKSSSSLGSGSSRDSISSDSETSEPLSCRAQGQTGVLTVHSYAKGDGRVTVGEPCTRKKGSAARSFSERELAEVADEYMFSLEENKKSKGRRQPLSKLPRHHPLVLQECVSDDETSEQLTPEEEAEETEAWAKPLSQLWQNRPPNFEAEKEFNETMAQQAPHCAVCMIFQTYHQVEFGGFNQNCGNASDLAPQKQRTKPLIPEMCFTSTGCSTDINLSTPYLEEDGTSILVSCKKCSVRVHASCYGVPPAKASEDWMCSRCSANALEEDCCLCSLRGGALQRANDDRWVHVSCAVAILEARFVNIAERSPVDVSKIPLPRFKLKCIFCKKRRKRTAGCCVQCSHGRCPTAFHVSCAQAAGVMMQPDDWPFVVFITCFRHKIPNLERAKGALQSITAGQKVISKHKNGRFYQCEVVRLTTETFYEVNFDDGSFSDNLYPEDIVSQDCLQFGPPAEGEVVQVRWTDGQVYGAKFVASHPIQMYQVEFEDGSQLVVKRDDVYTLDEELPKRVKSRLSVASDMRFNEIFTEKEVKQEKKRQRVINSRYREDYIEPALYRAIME
# APE1 inh – qHTS Assay for Inhibitors of the Human Apurinic/apyrimidinic Endonuclease 1 (APE1); 350,000 tested, 0.35% active; recombinant APE1, TAMRA/BHQ-2 abasic DNA cleavage fluorescence; Potency, µM (series often up to 65.8 µM), for inactives: top-dose activity change, negative = inhibition, most hits filed as inhibitors;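 further: plate controls were vehicle for no effect and reference inhibitor for full effect; nearly all actives have a fitted effect of over 55% in size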
#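 0.75 nM APE1 + cpd, 15 min RT; start w/ 50 nM TAMRA/BHQ-2 THF-abasic dsDNA; kinetic fluor 525/598 nm ×3 reads @60 s; Δ(read3−read1); normalized to DMSO and NSC13755 control wells.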
# BLM helicase inh – qHTS Assay for Inhibitors of Bloom's syndrome helicase (BLM) | recombinant BLM DNA unwinding, fluorescence dequenching | Potency, µM (series often up to 56.1 µM), for the others: top-dose activity change, negative = inhibition, actives largely listed as inhibitors | 350,000 tested, 0.2% active | AID 2528, 2010;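 further: plate controls were vehicle for no effect and no enzyme for full effect; nearly all actives have a fitted effect of over 35% in size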
# Pol kappa inh – qHTS for Inhibitors of Polymerase Kappa. DNA polymerase kappa (Homo sapiens), Q9UBT6. purified Pol kappa, fluorescent DNA synthesis assay, 10 min. Potency, µM (doses to about 107 µM), without a hit: at the top dose activity, negative = inhibition, usual class: inhibitors. 400,000 tested, 0.53% active. AID 588579, 2011; further: on the % scale 0 is the no-effect control and ±100 the full control effect
#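 Pol kappa 10 nM + cpd, 15 min RT; start w/ substrate 50 nM final; fluorescence kinetic read, 0 and 10 min. Neg ctrl: buffer, no enzyme.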
# BAZ2B inh – qHTS Assay for Inhibitors of BAZ2B; Potency, µM (doses to about 114 µM), without a hit: top-dose activity change, negative = inhibition, most hits filed as inhibitors; AlphaScreen BAZ2B-H3K14Ac peptide displacement; 360,000 tested, 4.4% active; Bromodomain adjacent to zinc finger domain protein 2B (Homo sapiens), Q9UIF8; further: on the % scale 0 is the no-effect control and ±100 the full control effect; nearly all actives have a fitted effect of over 60% in size
#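 Inhibition is scored as reduced AlphaScreen emission. The BAZ2B/b-H3(5-23)K14Ac complex (50 nM each) in PBS pH 7.4, 0.01% Tween-20 meets compound (up to 110 uM) for 30 min at RT before bead addition.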
# G9a block – qHTS Assay for Inhibitors of Histone Lysine Methyltransferase G9a. Histone-lysine N-methyltransferase EHMT2 (Homo sapiens), Q96KQ7. 350,000 tested, 8.8% active. G9a H3K9 monomethylation, AlphaScreen, 2 h. Potency, µM (doses to about 102 µM), for inactives: at the highest dose activity, negative = inhibition, most hits filed as inhibitors; further: on the % scale 0 is the no-effect control and ±100 the full control effect; nearly all actives have a fitted effect of over 75% in size
#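 Chemiluminescent proximity detection of H3K9 monomethylation, read after 10 min bead incubation in the dark. Reaction: 20 nM G9a, 500 nM biotin-H3K9 peptide, 20 uM SAM cofactor, 2 h, room temperature, following 15 min enzyme-compound preincubation.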
# Numbers without * were called inactive; ? = inconclusive; . = no result given; & = joins results of further samples; [ ] = remark or other dose. The call rests on the fitted dose curve; in most records, active means well fitted curve in the direction sought with a large enough effect; inconclusive means small, poorly fitted or top-dose-only effect, or another doubt; inactive means no such curve, though single readings can be large; an effect the other way counts as inactive or inconclusive. Potency means the concentration at half of the fitted maximal effect. This is a subset (hit frequency here may not be typical).
# Keys – A = POLI inh; B = POLH inh; C = POLB inh; D = JMJD2A Tudor; E = APE1 inh; F = BLM helicase inh; G = Pol kappa inh; H = BAZ2B inh; I = G9a block
Cc1cc(NC(=O)CSc2nnc(C3COc4ccccc4O3)n2N)no1 (stereo not given)
  A: ?; B: -17%; C: -1%; D: -19%[11.4 µM]; E: -5%; F: -10%; G: 9%; H: -18%; I: ?
COc1cccc2c1OCC/C2=N\NC(=O)C(C)Oc1ccc([N+](=O)[O-])cc1 (stereo not given)
  A: 67%[activator]; B: -6%; C: 2%; D: -23%; E: 1%; F: -5%; G: 3%; H: -18%; I: -6%
CCOCCCNC(=O)C1CC(=O)N(CCc2ccc(C)cc2)C1 (stereo not given)
  A: 15%; B: 2%; C: 14%; D: -27%; E: -9%; F: 0%; G: -2%; H: 1%; I: 31%
O=C(Cc1ccc(F)cc1)NC1CC(=O)N(c2ccccc2)C1 (stereo not given)
  A: -5%; B: -2%; C: 3%; D: -8%; E: .; F: 0%; G: -5%[60.1 µM]; H: -1%; I: 4%[59 µM]
COc1ccccc1CN1[C@@H](CC(=O)O)c2ccccc2S1(=O)=O
  A: 23%&0%; B: -12%; C: .; D: -11%; E: .; F: .; G: -23%&-12%; H: .; I: .
O=C(CCC1CCCC1)NNC(=O)c1cccc(Cl)c1
  A: 24%; B: -22%; C: 0%; D: -21%; E: 44%; F: -5%; G: 6%; H: -13%; I: 43%
CCCCn1c(SCC(=O)Nc2ccc(OC)cc2)nc2ccc(N3CCOCC3)cc2c1=O
  A: 19%; B: 10%; C: 0%; D: 11%; E: 0%; F: -12%; G: -6%; H: 14%; I: -9%[59 µM]
CCOC(=O)C1(C)/C(=N/Nc2ccccc2)C(=O)C(=O)N1c1ccccc1 (stereo not given)
  A: 0%; B: -6%; C: 17%; D: 32µM*; E: -1%; F: -1%; G: -7%; H: ?; I: 8.9µM*
CC(=O)Nc1ccc(-c2csc(Nc3cc(C)ccn3)n2)cc1
  A: 116%[activator]; B: -24%; C: -1%; D: ?; E: -3%; F: -19%; G: -3%; H: ?; I: ?
CCc1nc2cccnc2n1-c1ccc(CC(=O)Nc2c(C)cccc2C)cc1
  A: 8%; B: 15%; C: -12%; D: 2%; E: .; F: -1%; G: -6%; H: -2%; I: -10%[59 µM]
CC1CN(C(=O)CCC(=O)N2CCCCC2)c2ccccc2O1 (stereo not given)
  A: -17%; B: -4%; C: 13%; D: -23%; E: 24%; F: 1%; G: -4%; H: 12%; I: .
O=C(NCCNC1CCC(c2ccccc2)CC1)c1cccs1 (stereo not given)
  A: 54%[activator]; B: -4%; C: 4%; D: 2.2µM*; E: -2%; F: 3%; G: -2%; H: 50µM*; I: 28µM*
C[N+](C)=C1SCC(C)(/C=N/O)S1 (stereo not given)
  A: ?; B: -20%; C: 25%; D: -13%; E: -1%; F: 0%; G: 4%; H: 4%; I: 17%
CN(CC(=O)Nc1ccc(C(N)=O)cc1)S(=O)(=O)c1ccc2c(c1)OCCO2
  A: 29%; B: -13%; C: .; D: -12%; E: 18%; F: .; G: 5%; H: .; I: .
Cc1c(CCO)c(=O)n(-c2ccccc2)n1S(=O)(=O)c1ccc(F)cc1
  A: 13%; B: -9%; C: 0%; D: -26%; E: 0%; F: -5%; G: -7%; H: 2%; I: -4%[59 µM]
CCN1C(=O)CSC1=Nc1ccc(Cl)c(Cl)c1
  A: 98%[activator]; B: -8%; C: 19%; D: 25%; E: 21%; F: -3%; G: -7%; H: 14%; I: 55%[activator]
CN(C)c1ccc(/C=C2\N=C(C(C)(C)C)OC2=O)cc1
  A: 12%; B: -17%; C: 3%; D: 1%; E: 23%; F: -2%; G: -8%; H: ?; I: 45µM*
O=C(O)C(CCc1ccccc1)(Cc1ccccc1)C(=O)O
  A: 0%; B: -23%; C: .; D: -2%; E: .; F: .; G: -1%; H: .; I: .
Cc1ccc(CN(C(=O)COc2ccccc2Cl)c2ccccn2)o1
  A: 29%; B: -14%; C: -1%; D: -7%; E: .; F: -2%; G: 2%; H: ?; I: 1%[59 µM]
CCOC(=O)C1CCN(CC(=O)Nc2cc(C)nn2-c2nc3ccccc3s2)CC1
  A: -28%; B: -4%; C: 6%; D: 0%; E: 4%; F: -9%; G: 9%; H: 3%; I: 10%[59 µM]
COc1ccc(/C=C/C(=O)c2ccncc2)c2ccccc12
  A: ?; B: -6%; C: 8%; D: 56µM*; E: -1%; F: -5%; G: -10%; H: -38%; I: ?
Cc1ccc(S(=O)(=O)NCCC(=O)NCCSc2ccc(Br)cc2)cc1
  A: 47%[activator]; B: -13%; C: 13%; D: 6%; E: 8%; F: -5%; G: -3%; H: 12%; I: 22%
O=C(Nc1ccc(Oc2cccnc2)cc1)C1CCCCN1Cc1ccc(CO)o1 (stereo not given)
  A: 9%; B: 0%; C: 11%; D: -8%; E: 5%; F: -1%; G: -9%; H: -5%; I: .
CC(NS(=O)(=O)c1ccccc1)c1n[nH]c(=S)n1-c1ccccc1 (stereo not given)
  A: 30%[activator]; B: -9%; C: 24%; D: 25µM*; E: 2%; F: -4%; G: 0%; H: -12%; I: .
CCOC(=O)c1c(NC(=O)c2cc(C(C)C)on2)sc(C)c1C
  A: -1%; B: -16%; C: 5%; D: 15%; E: .; F: -15%; G: -24%; H: -4%; I: 20µM*
O=C(CSc1nnc(-c2ccccc2)o1)N1CCCCC1
  A: -17%; B: -12%; C: ?; D: -6%; E: 26%[12.4 µM]; F: -4%; G: 5%; H: 3%; I: -4%[59 µM]
S=C(NCCc1ccccc1)N1CCCCC1
  A: 33%[activator]; B: -18%; C: 12%; D: -4%; E: 3%; F: -9%; G: 10%; H: -25%; I: -20%
O=C(COc1ccccc1[N+](=O)[O-])Nc1cccnc1
  A: 128%[activator]; B: -19%; C: -26%; D: -7%; E: ?; F: 2%; G: 0%; H: 6%; I: -29%
O=C(NNS(=O)(=O)c1ccc(Cl)cc1)c1cccs1
  A: 19%; B: -1%; C: 4%; D: 1%; E: -2%; F: -2%; G: -15%; H: ?; I: 4%[12.7 µM]
CC(=O)NCCc1nc2cc(NC(=O)c3ccccc3)ccc2n1C
  A: -15%; B: -19%; C: 15%; D: -5%; E: 4%; F: 0%; G: 7%; H: -23%; I: -4%
CCOC(=O)C1CCN(C(=O)Cn2nc(C)n3nc(-c4ccc(OC)cc4)cc3c2=O)CC1
  A: -19%; B: -14%; C: ?; D: -1%; E: 2%; F: -6%; G: 1%; H: 2%; I: 6%
COCCNC(=O)CN(C(=O)CCC(=O)Nc1cc(C)on1)c1cccc(C)c1C
  A: -3%; B: 1%; C: -11%; D: 79µM*; E: -3%; F: -3%; G: 7%; H: -5%; I: ?
Cc1[nH]n(-c2ccccc2)c(=O)c1N=Nc1ccc(Cl)cc1
  A: 54%[activator]; B: -4%; C: 25%; D: ?; E: 1%; F: -5%; G: -5%; H: ?; I: 9%[0.501 µM]
COc1cc(C(=O)NCCC(=O)N2CCN(C)CC2)cc(OC)c1OC
  A: 128%[activator]; B: -24%; C: 5%; D: ?; E: -5%; F: 1%; G: -3%; H: 18%; I: 4%
Cc1ccc(C)c(Oc2c(C(F)(F)F)oc3c(CN4CCN(C)CC4)c(O)ccc3c2=O)c1
  A: -1%; B: 1%; C: -18%; D: -15%; E: .; F: 2%; G: -8%[60.1 µM]; H: -9%; I: -27%[59 µM]
O=C(Nc1ccc(F)c(Cl)c1)Nc1c[nH]c(=O)[nH]c1=O
  A: -6%; B: -17%; C: -30%; D: 1%; E: .; F: -8%; G: -5%; H: 2%; I: 2%[59 µM]
CN(CC1CCOCC1)C(=O)CC1C(=O)NCCN1CC1CCCCC1 (stereo not given)
  A: 76%[activator]; B: -6%; C: -25%; D: -15%; E: 4%; F: -3%; G: -13%; H: -18%; I: -2%
Cc1ccc(/C=C/c2ccc(=O)n(Cc3ccc(F)cc3)n2)cc1
  A: 10%; B: -23%; C: -23%; D: 25%; E: -3%; F: -11%; G: -6%; H: 23%; I: 4%
COc1cc2nc(CSc3ncn[nH]3)[nH]c(=O)c2cc1OC
  A: 36%[activator]; B: -10%; C: 2%; D: -12%; E: -5%; F: -2%; G: -10%; H: -22%; I: ?
COc1ccc(NC(=O)CSC2=C(C#N)C(c3ccco3)C(C(=O)Nc3nc4ccccc4s3)=C(C)N2)cc1 (stereo not given)
  A: 11%; B: -7%; C: .; D: -28%; E: .; F: .; G: -3%; H: .; I: .
COc1ccc(NC(=O)Cn2c(-c3ccccc3)cc(C(C)=O)c2C)c(OC)c1
  A: 79%[activator]; B: -1%; C: 1%; D: -15%; E: 11%; F: 1%; G: -3%; H: 5%; I: 0%
CCOC(=O)c1sc(NC(=O)CSC(=S)N2CCN(C)CC2)nc1C
  A: 85%[activator]; B: -15%; C: 1%; D: -7%; E: ?; F: 10%; G: 0%; H: 4%; I: 2%
O=C(NCCN1CCOCC1)c1cc2ccccc2[nH]1
  A: 8%; B: -15%; C: -15%; D: 1%; E: 12%; F: 7%; G: -10%; H: 11%; I: 19%[59 µM]
Cc1ccc(Cl)cc1N1CCN(C(=O)CCS(=O)(=O)c2cccc3nonc23)CC1
  A: 14%; B: 7%; C: 26%; D: ?; E: -10%; F: -5%; G: -9%; H: -38%; I: ?

# Filtered by structure, those above with a furan ring, fused or not
# Keys – A = POLI inh; B = POLH inh; C = POLB inh; D = JMJD2A Tudor; E = APE1 inh; F = BLM helicase inh; G = Pol kappa inh; H = BAZ2B inh; I = G9a block
Cc1ccc(CN(C(=O)COc2ccccc2Cl)c2ccccn2)o1
  A: 29%; B: -14%; C: -1%; D: -7%; E: .; F: -2%; G: 2%; H: ?; I: 1%[59 µM]
O=C(Nc1ccc(Oc2cccnc2)cc1)C1CCCCN1Cc1ccc(CO)o1 (stereo not given)
  A: 9%; B: 0%; C: 11%; D: -8%; E: 5%; F: -1%; G: -9%; H: -5%; I: .
COc1ccc(NC(=O)CSC2=C(C#N)C(c3ccco3)C(C(=O)Nc3nc4ccccc4s3)=C(C)N2)cc1 (stereo not given)
  A: 11%; B: -7%; C: .; D: -28%; E: .; F: .; G: -3%; H: .; I: .

# From PubChem BioAssay
